# Screening data: PubChem, National Center for Advancing Translational Sciences (NCATS)
# MmCpn inh = blocks the Methanococcus maripaludis chaperonin Mm-Cpn | Potency, µM (highest dose often 76.9 µM), for the others: at the top dose activity, negative = inhibition, usual class: inhibitors | 330,000 tested, 0.031% active | AID 504842 | purified Mm-Cpn ATPase, ADP Transcreener TR-FRET; further: potency means the concentration at half of the fitted maximal effect; on the % scale 0 is the no-effect control and ±100 the full control effect; nearly all actives have a fitted effect of over 80% in size
#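 Measured: ADP formation by purified Mm-CPN. Conditions: 25 nM protein, 10 uM ATP, Tris pH 7.4 with Mg2+, K+ and DTT, 37°C for 30 min. Detection: Transcreener HTRF after 30 min at room temperature.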
# A549 tox = counter-screen for Nrf2 inhibitors: cytotoxicity in A549 cells; A549 ARE-Fluc cells, CellTiter-Fluor viability, 18-24 h; Potency, µM (doses to about 46 µM), without a hit: at the top dose activity change, negative = cytotoxicity, actives largely listed as inhibitors; 390,000 tested, 0.16% active; AID 504648; further: potency means the concentration at half of the fitted maximal effect; on the % scale 0 is the no-effect control and ±100 the full control effect
#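 A549 ARE-Fluc cells in 5% FBS OPTI-MEM, 5000 cells/well, rested 2 h then exposed to compounds in concentration-response for 18-24 h at 37 °C. Viability by CellTiter-Fluor fluorescence (Ex 405/Em 525) after 30 min; luciferase luminescence (BugLite, 15 min, RT) read afterwards.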
# Nrf2 block = inhibitors of Nrf2 signaling; A549 ARE-Fluc reporter, luciferase luminescence, 18-24 h; Potency, µM (doses to about 46 µM), without a hit: at the highest dose activity change, negative = inhibition, most hits filed as inhibitors; 360,000 tested, 2.1% active; further: potency means the concentration at half of the fitted maximal effect; on the % scale 0 is the no-effect control and ±100 the full control effect; nearly all actives have a fitted effect of over 60% in size
#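 In this cell-based qHTS, ARE-driven firefly luciferase in A549 cells reports Nrf2 activity; the luminescent signal after BugLite lysis is the measured value, with a prior CellTiter-Fluor read for cell health.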
# TGFb inhibitor = inhibitors of TGF-b signaling. HepG2 CAGA-GFP TGF-b/SMAD3 reporter, GFP fluorescence, 18 h; TGF-beta stimulated, 500 pg/mL final. Potency, µM (doses to about 46.1 µM), without a hit: at the top dose activity, negative = inhibition, actives largely listed as inhibitors. 410,000 tested, 1.2% active. AID 588855; further: potency means the concentration at half of the fitted maximal effect; on the % scale 0 is the no-effect control and ±100 the full control effect; nearly all actives have a fitted effect of over 65% in size
#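 Per well, imaged GFP fluorescence of HEPG2 CAGA-GFP cells gives the signal; cells get compound, then TGF-beta (500 pg/mL final), 18 h at 37 degrees C; %Activity versus -TGF-beta and +DMSO controls.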
# HepG2 viability = kills HepG2 cells in TGF-b inhibitor counter-screen | 410,000 tested, 0.76% active | HepG2 CAGA-GFP viability, ATP luminescence, 18 h | Potency, µM (titrated, usually from 46.1 µM), without a hit: at the top dose activity change, negative = cytotoxicity, hits mostly cytotoxic; further: potency means the concentration at half of the fitted maximal effect; some results filed as inactive show a strong effect at the top dose
#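 HepG2 CAGA-GFP cells (1000/well, DMEM with 1% FBS) received compound, then TGF-beta at 500 pg/mL final, and were incubated 18 hours at 37 degrees C. Viability was read by CellTiter-Glo luminescence. Media-only wells were set as complete cell-killing and DMSO as no toxicity.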
# Abeta rescue = compounds reversing amyloid beta toxicity in yeast. yeast expressing A-beta42, growth rescue, OD600, 48 h; response scale: 0% DMSO, 100% iron-clioquinol control. Potency, µM (doses to about 46.1 µM), for inactives: top-dose growth rescue, most hits filed as activators. 410,000 tested, 0.063% active; further: potency means the concentration at half of the fitted maximal effect; nearly all actives have a fitted effect of over 55% in size
#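 Yeast A-beta toxicity model in growth medium with pinned compounds, 48 h at 30 C; growth read as absorbance at 600 nm. Normalized to FeCl3/clioquinol equimolar mix (positive) and DMSO (negative).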
# Nrf2 activator = activators of Nrf2 (ARE) signaling; AREc32 ARE-luciferase reporter (MCF7-derived line), luminescence, 24 h; 410,000 tested, 0.31% active; AID 624171; Potency, µM (titrated, usually from 46.1 µM), without a hit: at the top dose activation, most hits filed as activators; further: potency means the concentration at half of the fitted maximal effect; % of control where 0% means no effect; nearly all actives have a fitted effect of over 65% in size
#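 AREc32 cells carrying an ARE-driven firefly luciferase, 1000 cells/well in OPTI-MEM with 5% FBS, dosed after overnight attachment and incubated 24 hr at 37 deg C. Steady-Glo luminescence read after 30 min at RT.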
# pAkt inh = inhibitors of Akt phosphorylation. Neuro2A IGF-stimulated pAkt S473 HTRF, 20 min; hits give low values. activity change, % for hits at 50 µM. 360,000 tested, 0.32% active; in the data active means activity change below about -80%; inconclusive means mostly about -51% to -80%; further: on the % scale 0 is the no-effect control and ±100 the full control effect
#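 Neuro2A cells (4,500/well, DMEM with 0.5% FBS) were treated with compound at a single 50 µM final concentration, stimulated with 6 nM IGF for 20 min at 37 °C, and lysed. Phospho-Akt Ser473 was read by HTRF as 665/615 ratio ×10^4.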
# CCT modulator = changes cytosolic chaperonin activity. AID 651819. purified chaperonin ATPase assay, HTRF ADP detection, 30 min. 360,000 tested, 0.3% active. activity change, % (concentration not given with the values), hits read low; in the data active means activity change below about -30%; further: on the % scale 0 is the no-effect control and ±100 the full control effect
#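 TRiC (40 or 20 nM final, by batch activity) in 30 mM Tris pH 7.4, 100 mM KCl, 5 mM MgCl2, 1 mM DTT was treated with compound at 76 uM single dose, then 10 uM ATP, 30 min at 37 °C. ADP was read by HTRF Transcreener.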
# The depositor's hits bear a star; i = inactive; ? = inconclusive; . = no result given; & = joins results of further samples; [ ] = another dose, or the depositor's remark. Unless noted, the call rests on the fitted dose curve; in most records, active means well fitted curve in the direction sought with a large enough effect; inconclusive means small, poorly fitted or top-dose-only effect, or another doubt; inactive means no such curve, though single readings can be large; an effect the other way counts as inactive or inconclusive. Outcome played no part in choosing rows. About 4.3% of those tested had a hit in this group.
SMILES,MmCpn inh,A549 tox,Nrf2 block,TGFb inhibitor,HepG2 viability,Abeta rescue,Nrf2 activator,pAkt inh,CCT modulator
O=C(OCC(=O)N1CCOCC1)c1ccc(Cl)cc1[N+](=O)[O-],0%,0%,?,-11%,-6%,12%,3.5%,i,0.4
COc1ccc2c(c1)OC[C@H]1[C@H]2N2C(=O)CN(Cc3ccc(C)cc3)C(=O)[C@@]2(C)[C@H]1c1ccccc1,-1%,-6%,2%,-10%,-17%,21%,-0.6%,i,2.0
COc1ccc(N2C(=O)CCC(C(=O)NCc3cccnc3)C2c2ccc(OC)c(OC)c2)cc1 (stereo not drawn),-2%,-18%,?,0%,-2%,7%,0.4%,i,-1.4
Cc1cc(C)n(CCOc2ccc(Br)cc2)n1,-2%,-6%,-24%,-3%,-5%,12%,-0.9%,i,1.0
Cc1nnc(SCCOc2ccccc2)s1,-3%,0%,14%,-7%,0%,-13%,0.4%,i,2.3
COC(=O)c1ccc2nc(-c3cccc(Br)c3)c(Cc3cccc(F)c3)n2c1,.,.,.,.,.,-14%,-0.5%,i,-1.9
CCCc1nnc(SCc2ccc(OCC)cc2)n1N,1%,-1%,6%,1%,10%,4%,0.3%,i,-0.8
Cc1c(C(=O)Nc2ccccc2)sc2nc(-c3cc4ccccc4oc3=O)[nH]c(=O)c12,.,19%,?,75%[activator],3%,-5%,?,.,.
Cc1cc(C)c(S(=O)(=O)c2ccc(F)cc2C)c(=O)[nH]1,0%,-4%,14%,5%,0%,6%,-0.1%,i,-1.0
Cc1c(NC(=O)c2ccc(Cl)cc2)cc(C(C)C)c(O)c1S(=O)(=O)c1ccccc1,.,-2%,?,-17%,-7%,-1%,4.3%,.,.
COC(CNC(=O)c1ccc(N2CCCC2=O)cc1)OC,0%,2%,5%,6%,3%,-5%,-0.8%,i,-1.9
COc1ccccc1CNC(=O)COC(=O)/C=C/c1ccc2ccccc2n1,-5%,1%,?,14%,-2%,-5%,26%,i,0.9
COc1ccc(C)cc1-n1nnnc1SCC(=O)NC1CCCC1,1%,-4%,10%,4%,-11%,3%,0.2%,i,-0.5
COC(=O)CSc1nnc(CNc2ccc(Cl)cc2)n1Cc1ccccc1,0%,-15%,?,?,-51%,6%,-0.1%,i,-9.5
Cc1ccc(C(=O)Nc2cnc3ccccn3c2=O)cc1,0%,7%&0%,.,9%&5%,-4%&3%,3%&-4%,0.8%&-0.4%,i,-1.1
O=C(NCc1ccc(Cl)cc1)C(=O)Nc1ccc(Br)cc1,.,6%,-4%,-5%,-13%,-5%,0.4%,.,.
CC1CCC(NC(=O)C2CCN(c3nc4ccccc4s3)CC2)CC1 (stereo not drawn),0%,-1%,?,-10%,-24%,-3%,-0.2%,i,-36*
CC1=CC(C/C(C)=C/COc2ccc3ccc(=O)oc3c2)OC1=O (stereo not drawn),2%,2%,-8%,-38%,-6%,2%,16%,i,0.8
CC1(C(=O)Nc2cnc3ccccc3c2)CCN1C(=O)CCc1ccccc1 (stereo not drawn),.,.,.,-13%,-57%,-10%,3.8%,i,-1.2
CCOC(=O)c1sc(/N=C/c2c(O)ccc3ccccc23)cc1C,1%,-2%,1%,-12%,-21%,10%,5.2%,i,-1.3
CCN(CC)c1c(C)nc2ccc(C(=O)Nc3cc(-c4ccccc4)ccc3OC)cn12,.,.,.,?,-62%,0%,-0.6%,i,0.8
Cc1ccc2c(c1)N(C(=O)CCC(=O)Nc1ccc(F)cc1F)CC(C)O2 (stereo not drawn),.,-1%,?,-18%,-4%,-24%,-0.5%,.,.
CCCNC(=O)c1cc(C2CCCCN2S(=O)(=O)c2ccccc2)on1 (stereo not drawn),.,.,.,-14%,-24%,-9%,0.3%,i,1.9
COc1cc(/C=C/C(=O)O)cc(S(=O)(=O)Nc2ccc(S(=O)(=O)N3CCCCC3)cc2)c1OC,1%,-4%,-14%,16%,3%,-10%,-0.6%,i,-7.8
COc1ccc(NC(=O)c2cc(C3CCCCN3S(=O)(=O)Cc3ccccc3)on2)c(C)c1 (stereo not drawn),.,.,.,-11%,-20%,3%,0.1%[9.22 µM],i,1.0
Fc1ccccc1Nc1nc(-c2ccncc2)nc2ccccc12,0%,-4%,?,5%,-2%,11%,0.4%,i,0.2
COc1ccc(C(=O)Cn2c(C(C)=O)nc3ccccc32)cc1,.,-17%,16%,?,7%,11%,5.7%,i,0.0
CC1(C)CC2CC(C)(CN2C(=O)Cc2ccccc2)C1 (stereo not drawn),0%,0%,10%,1%,-18%,0%,-0.3%,i,-1.8
Cc1cccc(C(=O)OC(C)C(=O)NCC2CCCCC2)c1O (stereo not drawn),0%,-2%,8%,-7%,1%,15%,-0.5%,i,-1.8
Cc1ccc(N=CC2=C(O)CC(C)(C)CC2=O)nc1,0%,3%,0%,-4%,-1%,-8%,-0.5%,i,-2.2
O=C(NNC(=S)NC(=O)c1ccccc1[N+](=O)[O-])c1ccc(Cl)cc1Cl,-3%,-8%,-27%,10%,5%,2%,0.5%,i,-0.1
O=C(NNc1c(Cl)cc(Cl)cc1Cl)c1cccc([N+](=O)[O-])c1,2%,0%,15%,?,3%,-70%[inhibitor],4.6%,i,1.6
CCN(CC)CCCNC(=O)CSc1nc2c(c(C(F)(F)F)n1)CCc1ccccc1-2,1%,-17%,0%,-17%,-32%,1%,3.1%,i,2.5
Brc1ccc2nc(N3CCCC3)sc2c1,-3%,-4%,?,-16%,1%,6%,5.0%,i,1.7
CCC1CCCCN1CCCNC(=O)c1ccc2c(c1)NC(=O)CS2 (stereo not drawn),3%,-2%,4%,12%,2%,7%,-0.1%,i,-0.1
COc1ccc([N+](=O)[O-])cc1NCc1ccco1,-1%,-7%,?,-5%,-22%,?,11µM*,i,-0.6
COc1ccc(NC(=O)CSc2nc(O)cc(=O)n2C)cc1,-1%,-5%,-5%,6%,-49%,3%,0.8%,i,-3.0
COc1cc(/C=N/NC(=O)c2ccc3c(c2)OCO3)ccc1O,1%,8%,?,0%,5%,-7%,3.9%,i,-1.8
Cn1cccc1CC(=O)N/N=C/c1cccc([N+](=O)[O-])c1,1%,-1%,2%,1%,-10%,14%,13%,i,-25
COCCn1nnnc1C(c1cc2ccc(OC)cc2[nH]c1=O)N1CCN(C2CCCCC2)CC1 (stereo not drawn),1%,?,21%,0%,0%,?,-0.1%,.,-2.7
C=CCC(=O)OCCCCCCOc1ccc(C(=O)O)cc1,-1%,-6%,-5%,-8%,-22%,-8%,-0.6%,i,-0.5

# 10 structures out of the list, ordered by heavy-atom count, smallest number first:
SMILES,MmCpn inh,A549 tox,Nrf2 block,TGFb inhibitor,HepG2 viability,Abeta rescue,Nrf2 activator,pAkt inh,CCT modulator
Brc1ccc2nc(N3CCCC3)sc2c1,-3%,-4%,?,-16%,1%,6%,5.0%,i,1.7
CC1(C)CC2CC(C)(CN2C(=O)Cc2ccccc2)C1 (stereo not drawn),0%,0%,10%,1%,-18%,0%,-0.3%,i,-1.8
C=CCC(=O)OCCCCCCOc1ccc(C(=O)O)cc1,-1%,-6%,-5%,-8%,-22%,-8%,-0.6%,i,-0.5
COc1cc(/C=N/NC(=O)c2ccc3c(c2)OCO3)ccc1O,1%,8%,?,0%,5%,-7%,3.9%,i,-1.8
CCCNC(=O)c1cc(C2CCCCN2S(=O)(=O)c2ccccc2)on1 (stereo not drawn),.,.,.,-14%,-24%,-9%,0.3%,i,1.9
Cc1ccc2c(c1)N(C(=O)CCC(=O)Nc1ccc(F)cc1F)CC(C)O2 (stereo not drawn),.,-1%,?,-18%,-4%,-24%,-0.5%,.,.
CCN(CC)CCCNC(=O)CSc1nc2c(c(C(F)(F)F)n1)CCc1ccccc1-2,1%,-17%,0%,-17%,-32%,1%,3.1%,i,2.5
COc1ccc(NC(=O)c2cc(C3CCCCN3S(=O)(=O)Cc3ccccc3)on2)c(C)c1 (stereo not drawn),.,.,.,-11%,-20%,3%,0.1%[9.22 µM],i,1.0
COc1cc(/C=C/C(=O)O)cc(S(=O)(=O)Nc2ccc(S(=O)(=O)N3CCCCC3)cc2)c1OC,1%,-4%,-14%,16%,3%,-10%,-0.6%,i,-7.8
COCCn1nnnc1C(c1cc2ccc(OC)cc2[nH]c1=O)N1CCN(C2CCCCC2)CC1 (stereo not drawn),1%,?,21%,0%,0%,?,-0.1%,.,-2.7

# Entries of single compounds from above:
# Entry for CCN(CC)CCCNC(=O)CSc1nc2c(c(C(F)(F)F)n1)CCc1ccccc1-2 = MmCpn inh: 1%; A549 tox: -17%; Nrf2 block: 0%; TGFb inhibitor: -17%; HepG2 viability: -32%; Abeta rescue: 1%; Nrf2 activator: 3.1%; pAkt inh: i; CCT modulator: 2.5
# Entry for Cc1ccc(N=CC2=C(O)CC(C)(C)CC2=O)nc1 = MmCpn inh: 0%; A549 tox: 3%; Nrf2 block: 0%; TGFb inhibitor: -4%; HepG2 viability: -1%; Abeta rescue: -8%; Nrf2 activator: -0.5%; pAkt inh: i; CCT modulator: -2.2
